# Statin myotox sup: protects C2C12 myotubes from simvastatin toxicity. ATP luminescence, 48 h; scaled: DMSO 0, geranylgeraniol control 100. rescue of ATP level, % at 7.49 µM. actives 0.78% (n = 330,000);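 active means mean ATP rescue above about 67%, or every replicate alone reaching that limit, limit read from the data, passing the limit was not always enough; inconclusive means no clear call, values can overlap the other calls; inactive means mean under the limit and some replicate under it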;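 further: myotubes were challenged with 10 µM simvastatin during compound exposure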
# DENV2 CPE rescue: inhibitors of DENV2 cytopathic effect | DENV2-infected cells, cytopathic effect rescue, plate reader | CPE inhibition, % at 9.99 µM | actives 1.7% (n = 350,000); in the data active means CPE inhibition above about 20%, passing the limit was not always enough; inconclusive means no clear call, values can overlap the other calls; tested in BHK-21 cells;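 further: 0% = median of neutral control wells and 100% = median of positive control wells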
# PglD DTNB: PglD (C. jejuni) enzyme inhibition | purified PglD enzyme, DTNB colorimetric CoA detection | inhibition, % at 12.5 µM | actives 0.098% (n = 360,000) | AID 602405; in the data active means inhibition above about 16%, passing the limit was not always enough; inconclusive means no clear call, values can overlap the other calls; further: strong numbers were not always called active
# SIRT5 block: sirtuin-5 (human) deacylase inhibition. Q9NXA8. Purified SirT5, succinyl-peptide AMC, trypsin-coupled fluorescence. inhibition, % at 15 µM. actives 1.1% (n = 330,000). AID 652115; in the data active means inhibition above about 15%; inconclusive means no clear call, values can overlap the other calls
# Target sequence (Q9NXA8 whole entry, looked up): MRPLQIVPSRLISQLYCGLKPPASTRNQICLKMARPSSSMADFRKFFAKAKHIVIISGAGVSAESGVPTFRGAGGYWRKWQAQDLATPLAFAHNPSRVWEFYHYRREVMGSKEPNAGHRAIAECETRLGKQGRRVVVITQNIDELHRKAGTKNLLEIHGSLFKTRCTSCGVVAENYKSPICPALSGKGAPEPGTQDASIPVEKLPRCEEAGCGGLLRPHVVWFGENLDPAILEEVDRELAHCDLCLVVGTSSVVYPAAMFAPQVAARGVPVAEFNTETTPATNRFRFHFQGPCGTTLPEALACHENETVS
# ERp5 block: inhibitors of human ERp5; Q15084; ERp5 insulin aggregation, absorbance 650 nm, 90 min; inhibition, % at 9.99 µM; actives 0.05% (n = 350,000);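 active means mean replicate inhibition above about 25%, with every replicate also reaching it, limit read from the data, passing the limit was not always enough; inconclusive means only one of those two criteria met; inactive means neither criterion met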
# Target sequence (Q15084 whole entry, looked up): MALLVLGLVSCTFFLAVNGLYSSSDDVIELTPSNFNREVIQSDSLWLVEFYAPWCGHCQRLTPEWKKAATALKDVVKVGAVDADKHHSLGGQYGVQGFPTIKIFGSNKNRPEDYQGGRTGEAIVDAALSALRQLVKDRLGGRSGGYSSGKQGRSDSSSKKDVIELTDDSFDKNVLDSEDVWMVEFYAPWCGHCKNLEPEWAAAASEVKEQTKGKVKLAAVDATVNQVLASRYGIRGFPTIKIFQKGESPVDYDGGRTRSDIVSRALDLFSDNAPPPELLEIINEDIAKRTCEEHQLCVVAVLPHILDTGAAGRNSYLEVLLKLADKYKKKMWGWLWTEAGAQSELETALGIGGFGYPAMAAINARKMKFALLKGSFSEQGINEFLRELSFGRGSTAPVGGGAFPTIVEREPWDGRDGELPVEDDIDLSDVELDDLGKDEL
# S100A4 MyoIIA: blocks human S100A4 binding to myosin IIA peptide. S100A4/TAMRA-MyoIIA peptide fluorescence polarization. inhibition, % at 10.7 µM. actives 0.14% (n = 360,000). AID 652163;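 active means mean inhibition of at least 70% across replicates, with every replicate also reaching that level; inconclusive means mean inhibition reaches 70% but some replicates fall short; inactive means mean inhibition below 70%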
# Target sequence (P26447 whole entry, looked up): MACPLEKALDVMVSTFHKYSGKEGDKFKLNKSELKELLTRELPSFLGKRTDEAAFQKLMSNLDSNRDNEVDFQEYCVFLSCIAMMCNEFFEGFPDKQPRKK
#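 incubation = readout 5 min after mixing, signal stable up to 60 min | system = S100A4 monomer protein | buffer or medium = HEPES pH 7.2 with CaCl2, KCl, NaCl, DTT, Triton | benchmarks = neutral control DMSO, positive control TFP | also added = fluorescent myosin IIA peptide, 5 nM | compound dosing = one concentration per compound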
# E-selectin induc: induces E-selectin expression in human endothelial cells; P16581; HUVEC E-selectin immunofluorescence imaging; normalized: neutral wells 0, TNF-alpha wells 100; activation, % at 7.58 µM; actives 0.37% (n = 260,000); AID 686992;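 active means mean E-selectin-positive cell signal at least 10% of the positive control, reached in at least 60% of replicates, without over 20% cell loss; inconclusive means no rule given, readout overlaps actives, possibly toxicity-flagged; inactive means the rest, including those meeting only one limit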;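 further: in these data hits start at about 27%; measured in HUVEC primary endothelial cells; signal is the percent of cells scored E-selectin positive by PE staining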
#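 Material: HUVEC primary endothelial cells; Amount: 3,000 cells per well; Dosing: single concentration; Medium: EGM-2 growth medium on 0.1% gelatin-coated wells; Read-out basis: percent E-selectin-positive cells; Signal: immunofluorescence imaging; Control set: TNF-alpha, DMSO.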
# Active calls of the source: *; ? = inconclusive; · = no result given. Only part of the results is shown; rates above refer to the full screens.
SMILES,Statin myotox sup,DENV2 CPE rescue,PglD DTNB,SIRT5 block,ERp5 block,S100A4 MyoIIA,E-selectin induc
CCC(=O)N(C)C[C@H]1Oc2ncc(-c3ccccc3OC)cc2C(=O)N([C@@H](C)CO)C[C@H]1C,1,2,-1,-3,-3,-3,-0.3
O=Cc1ccc(OC(=O)CCCCC(=O)Oc2ccc(C=O)cc2)cc1,-1,-4,-1,-4,6,-6,·
Cc1ccccc1-n1c(-c2cccnc2)n[nH]c1=S,·,·,-2,-6,-13,-10,·
CO[C@@H]1CN(C)C(=O)c2cc(NC(=O)Nc3cccc(F)c3)ccc2OC[C@H](C)NC[C@@H]1C,-12,4,-1,-7,3,-17,1.0
C[C@H]1CN([C@@H](C)CO)C(=O)Cc2cc(NC(=O)NC3CCCCC3)ccc2O[C@@H]1CN(C)Cc1ccc(C(F)(F)F)cc1,27,-2,-2,5,2,-2,0.2
O=C(Nc1cccc(Cl)c1)N1C[C@H]2[C@@H](c3ccccc31)[C@@H](CO)N2C(=O)C1CC1,-7,7,-3,-2,4,0,0.0
O=C1CCC/C(=N/NC(=O)c2ccc(NS(=O)(=O)c3cccs3)cc2)C1,9,·,4,12,4,-1,0.5
N#C/C(=C/c1ccc(-c2ccccc2[N+](=O)[O-])o1)C(=O)NCCN1CCCCC1,·,-5,·,-2,-5,-2,·
CCCNC(=O)C1(CC2CC(c3ccccc3)=NO2)CCN(C(=O)C2CCCC2)CC1 (stereo not drawn),14,-17,7,-3,-5,4,0.1
OC[C@@H](O)[C@@H](O[C@@H]1O[C@H](CO)[C@H](O)[C@H](O)[C@H]1O)[C@H](O)[C@@H](O)CO,7,-3,0,4,3,1,1.6
COc1ccc(NC(=O)N[C@@H]2CC[C@@H](CCNC(=O)c3ccccc3F)O[C@H]2CO)cc1,0,0,4,4,-9,1,2.8
COC(=O)Cc1ccc(NC(=O)c2ccc3c(c2)C(=O)N(Cc2cccnc2)C3=O)cc1,·,-3,-1,-1,-15,-2,-0.2
Cc1ccc(S(=O)(=O)N(C)C[C@H]2Oc3ccc(NC(=O)CCC(F)(F)F)cc3CC(=O)N([C@@H](C)CO)C[C@@H]2C)cc1,14,-10,3,3,0,-22,-0.1
C[C@@H]1CN([C@@H](C)CO)C(=O)c2cc(NC(=O)Cc3ccccc3)ccc2O[C@@H]1CN(C)S(=O)(=O)c1cn(C)cn1,-10,-8,1,-11,6,11,0.0
O=C(NCc1c(F)cccc1F)c1cc(COc2c(F)cccc2F)on1,·,-5,·,4,-8,1,-0.2
CCCCNC(=O)c1cc(-c2ccc3c(c2)OCO3)on1,-3,-5,3,-4,6,-5,·
COc1cc(-c2nc3sc(C)c(C)c3c(=O)o2)cc(OC)c1OC,-10,-5,1,0,3,-3,·
CC(C)C#Cc1ccc([C@H]2[C@@H](CO)N3C(=O)CN(C(=O)C4CCCCC4)C[C@@H]23)cc1,·,?,·,1,0,-2,0.1
Cc1onc(-c2ccccc2)c1CNS(=O)(=O)c1ccc(F)cc1F,4,1,7,-45,8,-1,0.1
O=C(O)c1cccc(S(=O)(=O)N2CCc3ccccc3C2)c1,1,5,8,2,4,5,0.0
C[C@H]1CN([C@@H](C)CO)C(=O)Cc2cc(NC(=O)Cc3ccccc3)ccc2O[C@@H]1CN(C)Cc1ccc(C(=O)Nc2ccccc2N)cc1,·,-14,·,-2,2,11,-2.5
Cc1ccc(C)c(N(CC(=O)NCc2ccccc2)C(=O)c2csnn2)c1,-8,4,1,5,0,-6,·
O=C(Nc1ccc(F)cc1)N1C[C@@H]2[C@H](c3ccccc31)[C@@H](CO)N2C(=O)c1ccccc1F,-17,-8,1,2,0,-5,-0.5
COc1ccc(C(=O)COC(=O)/C=C/c2ccc(S(=O)(=O)Nc3cccc(S(N)(=O)=O)c3)cc2)cc1,4,-1,·,-1,6,-4,·
CCOC(=O)/C=C/C(=O)OCC(=O)N1CCN(C(=O)c2ccco2)CC1,5,?,1,2,2,-5,·

# Remaining list, next part.
SMILES,Statin myotox sup,DENV2 CPE rescue,PglD DTNB,SIRT5 block,ERp5 block,S100A4 MyoIIA,E-selectin induc
Cc1ccc(S(=O)(=O)CC(=O)c2ccc(C)c([N+](=O)[O-])c2)cc1,-16,·,-4,0,-1,-1,·
C[C@@H]1CCCCO[C@@H](CN(C)C(=O)Nc2cccc3ccccc23)[C@H](C)CN([C@H](C)CO)C(=O)c2cc(NC(=O)Nc3ccc4c(c3)OCO4)ccc2O1,49,2,-2,9,3,-10,-0.2
O=C(O)CN1C(=O)N/C(=C\c2cccn2-c2ccc(P(=O)(O)O)cc2)C1=O,11,1,2,·,6,8,0.0
O=C(CCl)Nc1ccccc1C(=O)Nc1ccc2c(c1)OCO2,·,-2,·,3,-1,3,1.0
Fc1ccc(COc2cccc3cccnc23)cc1,·,-6,·,0,-1,1,·
COc1ccccc1C(=O)Nc1ccnn1C1CCN(C(=O)c2ccoc2)CC1,0,3,-4,-2,5,7,·
CCN(CC)S(=O)(=O)c1ccc(-c2csc(C)n2)cc1,·,4,·,0,5,6,6.9
O=C(C[C@@H]1CC[C@@H](NS(=O)(=O)c2ccc(F)cc2)[C@@H](CO)O1)NCCc1ccncc1,5,1,0,1,10,-9,0.1
C[C@H](CO)N1C[C@H](C)[C@H](CN(C)Cc2cccc(C(=O)O)c2)Oc2ncc(-c3ccccc3F)cc2C1=O,-2,5,-2,4,-4,4,0.0
CCc1sc(NC(=O)CCC(=O)O)nc1-c1cc2ccccc2oc1=O,·,2,·,2,2,-4,5.0
CCOn1c(=O)c(-c2cc(OC)ccc2OC)[n+]([O-])c2ccccc21,1,-3,-11,-3,-5,1,7.4
COCCNC(=S)N1CCN(c2nc(-c3ccc(F)cc3)cs2)CC1,12,3,-17,-3,3,0,1.0
C[C@H](CO)N1C[C@H](C)[C@@H](CN(C)C(=O)Nc2ccccc2F)Oc2cc(-c3ccc(F)cc3)ccc2S1(=O)=O,12,-6,-1,-3,0,-4,-0.1
O=C(c1ccc([N+](=O)[O-])o1)N1CCN(c2nc3c(Cl)cccc3s2)CC1,?,-1,·,2,-3,-4,0.0
O=C(C[C@@H]1C[C@@H]2c3cc(NS(=O)(=O)c4ccccc4)ccc3O[C@@H]2[C@H](CO)O1)N1CCCCC1,3,5,-1,6,5,6,-0.1
C[C@H](CO)N1C[C@H](C)[C@H](CN(C)Cc2ccc(Oc3ccccc3)cc2)Oc2ccc(NS(=O)(=O)c3ccc(Cl)cc3)cc2CC1=O,-4,-2,-1,-2,9,7,0.1
N#Cc1ccccc1OCC(=O)C1CC1,·,2,·,-2,-2,0,·
COc1ccc(-c2oc(=O)c3cc(OC)c(OC)cc3c2C#CCCO)cc1,-60,-7,-1,-4,3,3,7.0
COc1cccc(NC(=O)N2C[C@H](O)COC[C@H]3O[C@@H](CC(=O)NCc4ccccc4F)CC[C@@H]32)c1,-12,0,1,3,-3,-5,0.0
COC(=O)c1cc(S(=O)(=O)N2CCCC2)c(Cl)cc1Cl,-1,-8,-5,-3,3,-5,·
CCOC(=O)c1cnn2cc(-c3[nH]ncc3[N+](=O)[O-])cnc12,·,-3,·,0,5,-1,-0.4
Cc1cc(C)n2nc(SCC(=O)N/N=C/c3ccccc3F)nc2n1,-39,11,-3,-3,3,5,·
O=C(Cn1nnc(-c2ccccc2)n1)Nc1cccc(S(=O)(=O)N2CCCC2)c1,23,-6,0,1,-1,-2,-0.1
C[C@H]1CN([C@@H](C)CO)C(=O)c2cc(NC(=O)Nc3ccc(C(F)(F)F)cc3)ccc2O[C@@H]1CN(C)S(=O)(=O)c1ccccc1,-3,0,·,-3,-6,7,133*
C[C@H]1CCCCO[C@H](CN(C)C(=O)Nc2cccc3ccccc23)[C@@H](C)CN([C@@H](C)CO)C(=O)c2cc(NS(=O)(=O)c3cccs3)ccc2O1,-73,-4,0,-1,-1,16,0.2

# Further records follow:
SMILES,Statin myotox sup,DENV2 CPE rescue,PglD DTNB,SIRT5 block,ERp5 block,S100A4 MyoIIA,E-selectin induc
O=C(Nc1ccc2c(c1)[C@@H]1C[C@@H](CC(=O)N3CCOCC3)O[C@@H](CO)[C@@H]1O2)c1ccc2c(c1)OCO2,-4,2,-2,·,·,·,-0.2
O=C(N[C@H](CO)Cc1ccccc1)c1ccco1,9,·,-1,·,·,·,0.1
C[C@@H]1CN([C@H](C)CO)C(=O)c2cc(NS(=O)(=O)c3ccc(F)cc3)ccc2O[C@H]1CN(C)C(=O)Nc1cccc2ccccc12,·,6,0,-2,-1,9,0.2
C[C@H](CO)N1C[C@H](C)[C@@H](CN(C)C(=O)Nc2ccc(F)cc2)OCCCC[C@H](C)Oc2ccc(NC(=O)c3ccccc3)cc2C1=O,·,-5,-1,2,3,-5,0.1
CCOc1cc(C(=O)NCCC(=O)N2CCC3(CC2)NCCc2[nH]cnc23)cc(OCC)c1OCC,0,-5,-6,10,-1,-1,·
CC(C)CN1CC(COCc2ccccc2)Oc2ccccc2S1(=O)=O (stereo not drawn),-6,5,-4,5,0,-4,1.3
O=C(C[C@@H]1CC[C@H](NC(=O)NC2CCCCC2)[C@@H](CO)O1)NCc1ccccc1,-1,-3,0,0,1,12,0.2
CCN1CCN(C(CCc2ccccc2)C(=O)NC2CCCCC2)CC1 (stereo not drawn),-7,-4,3,2,3,-20,0.8
Cn1nc(-c2ccccc2)cc1NC(=O)Nc1ccc(C(C)(C)C)cc1,·,-8,·,-1,11,0,·
O=C(NCCCN1CCOCC1)c1cccc(S(=O)(=O)N2CCc3ccccc3C2)c1,·,1,·,-2,1,-5,-0.1
O=C(NC1CC1)C1CCN(S(=O)(=O)c2cc(Cl)ccc2Cl)CC1,-2,3,0,0,8,4,·
COC(=O)c1cn(CC(C)n2c(=O)c3ccccc3n2Cc2cc(C(C)C)no2)nn1 (stereo not drawn),·,-10,·,-9,-8,0,-0.1
C[C@H]1CN([C@@H](C)CO)C(=O)c2cc(/C=C/c3ccccc3)cnc2O[C@H]1CN(C)C(=O)Nc1ccccc1F,25,?,-5,-18,7,-25,0.2
C/C=C/c1ccc2c(c1)O[C@@H](CN(C)C(=O)CN1CCOCC1)[C@H](C)CN([C@@H](C)CO)S2(=O)=O,-18,-7,1,-2,-1,-10,0.0
C[C@H]1CCCCO[C@H](CN(C)Cc2ccccc2)[C@@H](C)CN([C@@H](C)CO)C(=O)c2cc(N(C)C)ccc2O1,9,0,2,0,2,3,0.2
CSCc1ccc(C(=O)NC(C)c2cnn(-c3ccccn3)c2C)o1 (stereo not drawn),·,6,-1,-4,-6,-1,-0.1
CCC(=O)Nc1sc2c(c1C(N)=O)CCN(Cc1ccccc1)C2,5,6,-3,-9,11,2,0.3
CC(C)(C)[C@H]1C=C(C(=O)O)O[C@@H](OCCCCO)C1,9,·,3,·,·,·,0.4
CCn1c(SCC(=O)NC2=NCCS2)nnc1C(C)NC(=O)c1ccc(Cl)cc1 (stereo not drawn),-2,5,2,0,5,-1,·
Cc1ccccc1C(=O)OC(C)CN1CCOCC1 (stereo not drawn),-6,3,2,1,0,-4,0.2
O=C(Cn1cnc(S(=O)(=O)N2CCCC2)c1)Nc1ccc(OC(F)(F)F)cc1,2,6,10,-5,2,-6,·

# One compound at a time, from the list above:
# `CC(C)(C)[C@H]1C=C(C(=O)O)O[C@@H](OCCCCO)C1` in the list: Statin myotox sup = 9; DENV2 CPE rescue = ·; PglD DTNB = 3; SIRT5 block = ·; ERp5 block = ·; S100A4 MyoIIA = ·; E-selectin induc = 0.4
# `O=C(Nc1cccc(Cl)c1)N1C[C@H]2[C@@H](c3ccccc31)[C@@H](CO)N2C(=O)C1CC1` in the list: Statin myotox sup = -7; DENV2 CPE rescue = 7; PglD DTNB = -3; SIRT5 block = -2; ERp5 block = 4; S100A4 MyoIIA = 0; E-selectin induc = 0.0

# High-throughput results (PubChem BioAssay)
